# Assay outcomes deposited in PubChem by several laboratories.
# AGP1-GFP MLPCN = yeast TOR pathway AGP1-GFP modulation | S. cerevisiae AGP1-GFP multiplex flow cytometry, 3 h; GFP as percent of DMSO wells | GFP response vs DMSO, % at 10 µM | hit rate 0.02% among 320,000 | AID 2066;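 active = GFP response relative to DMSO above a set limit, near screen average plus 3 SD, cut at about 150% in these data; inconclusive = fewer than 70 cells counted for the yeast strain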;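 note: median GFP channel fluorescence of the gated AGP1 strain per well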
# RPL19A-GFP yeast = modulators of TOR pathway RPL19A-GFP in S. cerevisiae; percent response vs DMSO, % at 10 µM; S. cerevisiae RPL19A-GFP strain, flow cytometry, 3 h; hits give low values; hit rate 0.3% among 330,000;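 active = percent response vs DMSO below 50%; inconclusive = fewer than 70 events counted for the yeast strain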;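 note: median channel GFP fluorescence of the barcoded RPL19A-GFP strain; ratio of sample median GFP to plate DMSO average so 100% = DMSO; lower means less RPL19A-GFP as with rapamycin TOR inhibition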
# MEP2-GFP yeast = alters MEP2-GFP fluorescence in TOR pathway yeast screen; S. cerevisiae MEP2-GFP strain, flow cytometry GFP, 3 h; 100% = DMSO control level; GFP response vs DMSO, % at 10 µM; hit rate 0.51% among 330,000; AID 2016;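 active = GFP response versus DMSO above a set limit, roughly screen mean plus 3 SD, cut at about 180% in these data; inconclusive = fewer than 70 cells counted for a yeast strain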;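 note: median GFP fluorescence of the barcode-gated MEP2-GFP cells per well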
# CIT2-GFP yeast = alters CIT2-GFP fluorescence in TOR pathway yeast screen; hit rate 0.065% among 320,000; S. cerevisiae CIT2-GFP strain, flow cytometry, 3 h; 100 means same as DMSO wells; GFP response vs DMSO, % at 10 µM;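 active = GFP response relative to DMSO above a set limit, near the screen mean plus 3 SD, cut at about 150% in these data; inconclusive = Fewer than 70 cells measured for a yeast strain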;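 note: ratio of well median GFP fluorescence to mean of DMSO wells on the plate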
# GRK2 inh = human GRK2 inhibition via aptamer displacement. P25098. bead flow cytometry, FAM-aptamer displacement from GRK2. inhibition of aptamer binding, % at 10 µM. hit rate 0.59% among 330,000;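 active = inhibition of aptamer binding above 40%, roughly 3 SD of noise, on plates passing a quality check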;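 note: median bead fluorescence of bound FAM aptamer so fluorescent compounds give negative values; no value below 0 was filed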
# VLA-4 inh = inhibition in a human VLA-4 binding assay; P13612; VLA-4 expressing cells, ligand binding flow cytometry; inhibition, % (about 7 µM as worked out from the volumes in the protocol); hit rate 0.2% among 330,000; in the data active = inhibition above about 50%
# LAP4 TOR yeast = modulators of TOR pathway LAP4-GFP in S. cerevisiae; AID 2023; hit rate 0.34% among 320,000; S. cerevisiae LAP4-GFP multiplex, flow cytometry GFP, 3 h; median GFP as percent of DMSO wells; GFP response vs DMSO, % at 10 µM;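 active = GFP response vs DMSO above a set limit, about the screen mean plus 3 SD, cut at about 150% in these data; inconclusive = under 70 cell events counted for the yeast strain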
# JMJD2C inh = blocks human GASC-1 demethylase activity. AID 2099. GST-JMJD2C(1-420) H3K9me3 demethylation, DELFIA europium. inhibition, % at 2.35 µM. hit rate 0.069% among 330,000;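 active = more than half of a compound's replicate wells show inhibition beyond 50%, single wells judged on their own value; inconclusive = some, but no more than half, of replicates pass 50% inhibition; inactive = no replicate passes 50% inhibition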;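 note: signal counts dimethyl H3K9 product captured on neutravidin plate; 0% = median of DMSO wells and 100% = 0.3 times that DMSO median; strong numbers were not always called active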
# Target sequence (Q9H3R0 1-420 limits assumed): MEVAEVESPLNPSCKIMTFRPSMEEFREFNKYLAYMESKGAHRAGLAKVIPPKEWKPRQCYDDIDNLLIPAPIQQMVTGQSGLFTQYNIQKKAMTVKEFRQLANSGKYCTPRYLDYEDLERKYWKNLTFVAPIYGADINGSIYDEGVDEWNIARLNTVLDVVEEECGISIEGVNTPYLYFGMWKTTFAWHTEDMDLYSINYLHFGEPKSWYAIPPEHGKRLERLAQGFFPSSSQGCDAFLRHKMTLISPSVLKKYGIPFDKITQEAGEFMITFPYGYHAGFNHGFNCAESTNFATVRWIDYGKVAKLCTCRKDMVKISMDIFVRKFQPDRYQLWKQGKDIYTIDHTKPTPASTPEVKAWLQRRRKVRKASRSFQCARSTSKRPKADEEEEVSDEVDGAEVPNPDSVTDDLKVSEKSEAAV
# Active calls of the source: *; ? = inconclusive; . = not tested or not shown; & = joins results of further samples; [ ] = remark or other dose. Rows are unselected; about 1.7% have a hit in one of these screens.
SMILES,AGP1-GFP MLPCN,RPL19A-GFP yeast,MEP2-GFP yeast,CIT2-GFP yeast,GRK2 inh,VLA-4 inh,LAP4 TOR yeast,JMJD2C inh
CC(=O)c1ccc(NC(=O)Cn2cnc(S(=O)(=O)N3CCCCC3)c2)cc1,100,96,104,100,0,15,99,0
N#Cc1nc(-c2ccco2)oc1N1CCN(c2cccc(Cl)c2)CC1,102,94,98,101,4,7,101,-1
CCN(CCCNC(=O)CN1C(=O)COc2ccccc21)c1ccccc1,88,113,94,83,2,7,75,2
Cc1cc(C)nc(N(C#N)Cc2cccc3ccccc23)n1,91,97,100,88,5,-14,112,-5
CCN(CC)CCNCC(O)(c1ccc(Cl)cc1)c1ccc(Cl)cc1,88,87,89,.,0,2,82,3
C=CCn1cccc(C(=O)Nc2cc(OC)ccc2OC)c1=O,110,96,106,94,0,13,111,30
COc1cccc(/C=C/C(=O)Nc2ccccc2N2CCOCC2)c1,102,98,97,96,0,-4,108,-42
COc1ccc(C(=O)OCC(=O)Nc2ccc(F)c(F)c2)cc1OC,93,97,98,98,0,-4,94,23
CC(C)(C)c1cc[n+](/C(C(=S)Nc2ccccc2F)=C(/[O-])c2ccc3c(c2)OCCO3)cc1,102,103,102,95,4,5,109,-1
COc1ccc(C(=S)Nc2ccccc2)cc1,82,90,86,76,1,15,92,0
CC(C)C(C)(C#N)NC(=O)CSc1nc(C2CCCCC2)n(-c2ccccc2)n1 (stereo unspecified),105,99,107,104,2,-1,97,0
C=CCc1ccccc1OCC(O)Cn1ccnc1C (stereo unspecified),107,98,105,107,0,4,90,0
CCCOc1ccc(/C=C/C(=O)Nc2ccc([N+](=O)[O-])cc2C)cc1OC,103,105,107,117,2,-3,84,-6
CCC1(c2ccccc2)NC(=S)N(c2ccc(C)c(C)c2)N1 (stereo unspecified),93,100,103,95,0,-4,103,0
COc1cccc(CN2CCN(Cc3ccc(OC)c(OC)c3)CC2CCO)c1 (stereo unspecified),94,86,96,.,0,4,96,10
COc1cccc(C(=O)OCC(=O)Nc2cc(C)c(C)cc2[N+](=O)[O-])c1,102,112,114,98,0,14,117,26
N#Cc1c(C(F)(F)F)cc(-c2ccccc2)nc1SCCN1CCOCC1,110,106,113,107,0,-23,111,5
CCN(CC)S(=O)(=O)c1ccc(N2CCCC2)c(NC(=O)c2nn(C)c(=O)c3ccccc23)c1,99,101,101,97,0,-35,100,.
COc1ccc(OC)c(C2N(c3cc(C)on3)C(=O)C3CCCN32)c1 (stereo unspecified),109,101,101,.,0,6,89,7
Cc1cc2c(C)nc(-c3ccccc3)nc2o1,97,97,100,105,2,7,95,14
COC(=O)C1=C(N)Oc2cc(C)n(Cc3cccnc3)c(=O)c2C1c1ccc(OC)c(OC)c1 (stereo unspecified),107,103,130,100,1,10,101,0
O=C(COC(=O)c1cc(S(=O)(=O)N2CCOCC2)ccc1F)Nc1ccc2c(c1)OCO2,93,94,91,94,4,-11,91,0
CCOC(=O)c1nc2sc(C)c(C)c2c(=O)[nH]1,89,91,94,86,4,24,98,-3
S=C(Nc1ccccc1)Nc1nccs1,93,99,105,99,2,12,105,7
CCN(c1cccc(C)c1)S(=O)(=O)c1nnc(NC(=O)c2ccco2)s1,93,98,96,96,9,-3,92,19
COc1ccc(OC)c(NC(=O)C2CCC(CNc3c(N4CCOCC4)c(=O)c3=O)CC2)c1 (stereo unspecified),98,96,106,91,3,-6,111,11
COc1ccc2c(c1)CCc1sc(NC(=O)c3ccc(C)cc3)nc1-2,95,95,99,96,0,11,99,-2
CC(OC(=O)c1ccc(-n2cnnn2)cc1)C(=O)Nc1ccccc1F (stereo unspecified),100,100,101,87,0,8,99,6
COc1ccc(C2(c3ccc(OC)cc3)NC(=O)N(CC(=O)Nc3cc(C)ccc3OC)C2=O)cc1,105,104,103,101,3,8,91,.
CCOC(=O)CNc1c(-c2ccc(Cl)cc2)nc2cnccn12,101,100,95,91,0,-8,130,-2
CSc1ccccc1NC(=O)CN1CCN(Cc2ccccc2)CC1,94,97,101,108,3,0,97,-9
COC(=O)C1=CN(Cc2ccc(OC)cc2)C=C(C(=O)OC)C1c1ccsc1,28[may fluoresce violet],59[may fluoresce violet],257*[may fluoresce violet],?,2,-17,99[may fluoresce violet],2
Cc1cc(NC(=O)Cn2cnc3c(cnn3C(C)(C)C)c2=O)no1,105,102,102,101,1,6,102,4
O=C1CN(C(=O)N[C@@H](Cc2ccccc2)C(=O)N[C@@H](Cc2ccccc2)C(=O)O)c2ccccc2N1,97,99,102,93,0,-3,102,-42
COCCCNC(=S)N(CCO)Cc1cc2cc3c(cc2[nH]c1=O)OCCO3,93,98,97,97,1,21,85,-9
O=S(=O)(c1cc(Cl)ccc1Cl)N1CCc2ccccc21,99,102,104,95,0,-112,105,0
CN(C)S(=O)(=O)c1cccc(C(=O)N(Cc2ccc(F)cc2)Cc2ccco2)c1,110,100,104,94,2,1,111,8
COc1ccc(Cn2nnnc2C(C(C)C)N2CCN(c3ccccc3OC)CC2)cc1 (stereo unspecified),109,103,98,106,0,-16,99,-7
CSc1ccc(S(=O)(=O)NCC(=O)OCC(=O)N(Cc2ccccc2)C(C)C)cc1[N+](=O)[O-],106,100,101,99,3,10,109,-22
CC(C)OC(=O)/C(C#N)=C\c1cccnc1,92,97,98,96,1,43,81,3
Cc1cccc(NC(=O)CSc2ncnc3nc[nH]c23)c1,93,92,98,92,3,12,92,5
O=C1CNC(=O)/C(=C\c2ccc(F)cc2)N1,109,93,95,112,4,1,105,-1
COc1ccc(C)cc1NC(=O)C(=O)NNC(=O)COc1ccc(Cl)cc1,96,98,92,89,3,0,108,16
O=C(NCc1ccc(F)cc1)C(C(=O)NCc1ccc(F)cc1)c1ncc(C(F)(F)F)cc1Cl,95,94,106,86,0,-2,117,-5
COc1ccc(C)cc1S(=O)(=O)N(CC(=O)N1CCCC1)c1ccccc1,96,97,103,105,0,14,101,1
CCC(C)NC(=O)Cn1cnc([N+](=O)[O-])c1 (stereo unspecified),97,107,106,108,2,-2,88,8
CC12CCC(C(=O)NC3CCCCC3)([C@H](Br)C1=O)C2(C)C (stereo partly specified),77,78,99,87,1,-13,97,10
COc1ccc(/C=C2\SC(N3CCCCC3)=NC2=O)cc1,90,104,107,92,3,-69,101,-18
O=C(NNC(=O)c1cc(-c2cccnc2)nc2ccccc12)Nc1ccc(Cl)cc1,94,108,101,106,3,7,106,1
Cc1c(C(=O)N/N=C/c2ccccc2)[nH]c2c([N+](=O)[O-])cccc12,102,98,90,91,0,6,102,1

# 5 entries from above, as tab-separated lines:
SMILES	AGP1-GFP MLPCN	RPL19A-GFP yeast	MEP2-GFP yeast	CIT2-GFP yeast	GRK2 inh	VLA-4 inh	LAP4 TOR yeast	JMJD2C inh
CC12CCC(C(=O)NC3CCCCC3)([C@H](Br)C1=O)C2(C)C (stereo partly specified)	77	78	99	87	1	-13	97	10
O=C(NNC(=O)c1cc(-c2cccnc2)nc2ccccc12)Nc1ccc(Cl)cc1	94	108	101	106	3	7	106	1
O=C(NCc1ccc(F)cc1)C(C(=O)NCc1ccc(F)cc1)c1ncc(C(F)(F)F)cc1Cl	95	94	106	86	0	-2	117	-5
CCC(C)NC(=O)Cn1cnc([N+](=O)[O-])c1 (stereo unspecified)	97	107	106	108	2	-2	88	8
COc1ccc(/C=C2\SC(N3CCCCC3)=NC2=O)cc1	90	104	107	92	3	-69	101	-18

# Next section
SMILES,AGP1-GFP MLPCN,RPL19A-GFP yeast,MEP2-GFP yeast,CIT2-GFP yeast,GRK2 inh,VLA-4 inh,LAP4 TOR yeast,JMJD2C inh
Cc1cccc(N2C(=O)CC(NNc3nc4ccccc4s3)C2=O)c1 (stereo unspecified),99,101,96,99,2,12,94,4
CCCN=C(C)C1=C(O)c2ccccc2C1=O,99,103,109,106,0,17,96,7
O=c1c2ccc([N+](=O)[O-])cc2ncn1CCOc1cccc(Br)c1,97,95,104,95,0,-8,100,132
COc1cccc(CNC(=O)N[C@@H](C)C(=O)O)c1,107,104,109,108,0,30,112,4
CCCNc1[nH]c(=O)n(C)c(=O)c1N=O,100,100,91,98,0,4,98,-1
CCOc1ccc(-n2nnnc2SCC(=O)Nc2cccc(O)c2)cc1,86,103,103,91,1,6,94,14
NCCCC[C@H]1CNC(=S)N1CC1CCCCC1,86,98,90,71,0,19,105,4
COc1ccc2cc(C(=O)N3CCN(C)CC3)[nH]c2c1,94,106,105,97,0,6,92,3
CCN(CC)C(=O)COc1ccc2oc(-c3ccco3)cc(=O)c2c1,103,107,100,105,62*,-14,96,8
Cc1ccccc1CC(=O)N1CCN(C(=O)c2ccco2)CC1,104,102,97,101,1,-8,102,-4
CCn1ncc([N+](=O)[O-])c1C(=O)NC1CCCCC1,87,92,95,89,0,15,84,12
CCN(CC)CCNC(=O)c1ccc(NC(=O)c2cccc(S(=O)(=O)N3c4ccccc4CC3C)c2)cc1 (stereo unspecified),98,98,93,102,0,8,99,0
CC(C)C1C(c2ccccc2)NC(c2ccccc2)CC1(O)c1ccc(F)cc1 (stereo unspecified),105,102,95,102,0,-2,119,2
CCN(CC)S(=O)(=O)c1ccc2oc(C(=O)N3CCOCC3)c(C)c2c1,100,99,100,100,7,-6,100,-31&3
O=C(CN1C(=O)CCSc2ccc(S(=O)(=O)N3CCCC3)cc21)Nc1ccccc1Cl,102,101,110,106,0,18,99,?
O=C(O)c1ccc(CN2CCCCC2)o1,87,85,85,91,1,26,84,-1
CN(C(=O)c1ccccc1)c1ccccc1C(=O)NCCc1ccccc1,99,107,100,95,0,11,94,-8
O=C1c2sc3nc4c(c(=O)n3c2C(=O)N1c1ccccc1)CCC4,94,100,94,97,2,2,109,35
CCN1CCN(C(=O)CCN2C(=O)c3ccccc3C2=O)CC1,106,109,106,111,0,7,108,-11
NC(=O)c1[nH]cnc1N,90&111,101&107,92&96,108&109,7&1,-12&10,116&98,16&4

# Looked up by compound from above:
SMILES,AGP1-GFP MLPCN,RPL19A-GFP yeast,MEP2-GFP yeast,CIT2-GFP yeast,GRK2 inh,VLA-4 inh,LAP4 TOR yeast,JMJD2C inh
O=C1c2sc3nc4c(c(=O)n3c2C(=O)N1c1ccccc1)CCC4,94,100,94,97,2,2,109,35
NC(=O)c1[nH]cnc1N,90&111,101&107,92&96,108&109,7&1,-12&10,116&98,16&4
CCN(CC)CCNC(=O)c1ccc(NC(=O)c2cccc(S(=O)(=O)N3c4ccccc4CC3C)c2)cc1 (stereo unspecified),98,98,93,102,0,8,99,0
O=C(O)c1ccc(CN2CCCCC2)o1,87,85,85,91,1,26,84,-1
CCn1ncc([N+](=O)[O-])c1C(=O)NC1CCCCC1,87,92,95,89,0,15,84,12
CC(C)C1C(c2ccccc2)NC(c2ccccc2)CC1(O)c1ccc(F)cc1 (stereo unspecified),105,102,95,102,0,-2,119,2
CN(C(=O)c1ccccc1)c1ccccc1C(=O)NCCc1ccccc1,99,107,100,95,0,11,94,-8
